Screening data from PubChem BioAssay.
GSIS activator: GLuc luminescence reporter in INS-1E cells, primary screen for activators of glucose-dependent secretion of insulin. INS-1E GLuc reporter insulin secretion, 2-3 h. AID 743287, 2014. 370,000 compounds, 0.61% hits. activation, % at 16.6 µM;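 active = lowest replicate activation of at least 40%, so every replicate reaches that level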;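 also: 0% = median of neutral control wells and 100% = median of IBMX positive control wells; some compounds called inactive have numbers as strong as hits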
Cneo AK release: Cryptococcus neoformans cell lysis inducers, primary screen, AK release luminescence, single concentration. lysis activity, % at 15 µM. C. neoformans lysis, adenylate kinase release luminescence, 4 h; normalised: neutral wells 0, clomiphene wells 100. AID 651654, 2012. 360,000 compounds, 0.2% hits;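 active = mean lysis activity across replicates of at least 80%, whatever share of replicates individually reach that level; inactive = mean lysis activity below 80%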
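Assay system: log-phase C. neoformans yeast / Quantity: yeast cell density of 5 × 10^6 cells/mL / Medium: fresh YPD growth medium / Compound: single dose / Timing: static 4 h at 37 °C with compound, 1 h detection / Measured by: adenylate kinase release luminescence / Read-out: lysis from increased AK signal / Benchmarks: Clomiphene as positive lysis control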
F508del corr: F508del CFTR correction, initial screen, CFBE line, single point; activity (quench increase), % at 7.58 µM; AID 720511, 2013; 350,000 compounds, 0.36% hits; CFBE cells, YFP halide quenching; stimulated with forskolin plus potentiator P3; % fluorescence drop versus neutral controls;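 active = mean added fluorescence quench of at least 8% versus neutral control, with both replicates also reaching 8%; inconclusive = only one of the mean or replicate conditions met; inactive = mean below 8% and not both replicates reaching 8%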;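 also: cells transiently co-express mutant CFTR-F508del with the halide-sensitive YFP; corrector assay measuring rescue of mutant channel to the surface after 24 h compound exposure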
PGC1a acetyl inh: inhibitors of PGC1a acetylation signal, primary screen, cell-based, U2OS, AlphaScreen, inhibitor mode. AlphaScreen anti-acetyl-lysine; with virally co-expressed GCN5 acetyltransferase. inhibition, % at 15.6 µM. 350,000 compounds, 0.17% hits;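 active = every replicate shows inhibition of at least 40%; inconclusive = mean inhibition at least 40% but some replicate below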;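 also: 0% = neutral control wells and 100% = positive control wells; some results beyond the cut were filed as inactive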
FN deposit inh: inhibitors of fibronectin matrix deposition, primary screen, AH1F cells, Alexa488-fibronectin fluorescence, plate reader; AH1F fibroblasts, overnight; inhibition, % at 12.6 µM; 350,000 compounds, 0.086% hits; AID 743247, 2014;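 active = mean inhibition across replicates of 30% or more, regardless of how many single replicates reach that level; inconclusive = mean under 30% yet at least half of replicates reach 30%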;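 also: positive control wells lacked labelled fibronectin entirely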
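material = AH1F fibroblast monolayer depositing Alexa488-labelled fibronectin into matrix | amount = 10000 AH1F cells/well | buffer or medium = DMEM plus 2% serum, read in PBS | incubation = 1 h cell adhesion before compound, then overnight fibronectin incubation | detection = fluorescence at 485 nm excitation, 525 nm emission | evaluation = percent inhibition as loss of matrix-bound fibronectin fluorescence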
Statin myotox sup: suppressors of statin myotoxicity in C2C12 myotubes, primary screen, cell-based, single point, plate reader. AID 602340, 2012. rescue of ATP level, % at 7.49 µM. 330,000 compounds, 0.78% hits. C2C12 myotubes + simvastatin, ATP luminescence, 48 h; scaled: DMSO 0, geranylgeraniol control 100;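 active = mean ATP rescue above about 67%, or every replicate alone reaching that limit, limit read from the data, passing the limit was not always enough; inconclusive = no clear call, values can overlap the other calls; inactive = mean under the limit and some replicate under it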;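 also: myotubes were challenged with 10 µM simvastatin during compound exposure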
PglD DTNB: C. jejuni PglD acetyltransferase inhibitors, primary screen, biochemical, DTNB colorimetric, single point | UDP-N-acetylbacillosamine N-acetyltransferase PglD (Campylobacter jejuni) | inhibition, % at 12.5 µM | 360,000 compounds, 0.098% hits | purified PglD enzyme, DTNB colorimetric CoA detection; in the data active = inhibition above about 16%, passing the limit was not always enough; inconclusive = no clear call, values can overlap the other calls; also: strong numbers were not always called active
miR-122 sensor: miR-122 Renilla sensor signal increase in Huh7, primary screen, miR-122 inhibitor project, cell-based, single point, plate reader. activation (reporter increase), % at 12.5 µM. 340,000 compounds, 0.3% hits. Huh7 miR-122 Renilla luciferase sensor, 48 h; neutral wells = 0, positive control = 100. AID 602342, 2012;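 active = mean replicate activation score at least 90 and every replicate individually at or above 90; inconclusive = only one of the two criteria met; inactive = neither criterion met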;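 also: higher luciferase means less miR-122 activity so hits act as miR-122 inhibitors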
* = called active by the depositor; ? = inconclusive; / = not tested or not shown; [ ] = another dose, or the depositor's remark.

SMILES	GSIS activator	Cneo AK release	F508del corr	PGC1a acetyl inh	FN deposit inh	Statin myotox sup	PglD DTNB	miR-122 sensor
COC(=O)C[C@H]1C[C@H]2c3cc(NC(=O)Nc4ccccc4)ccc3O[C@H]2[C@@H](CO)O1	9.6	6.7	-2.0	6.7	/	-4.9	1.2	-0.4[16.7 µM]
COc1ccccc1NS(=O)(=O)c1cccc(C(=O)NCC2(N(C)C)CCCCC2)c1	7.1	1.0	1.1	/	-1.4	22.1	-5.0	/
COCCOc1cc(COC)nc(-c2cccc(C)c2)n1	21.1	1.3	-0.2	-0.7	-1.6	/	-2.3	-2.9
COc1cc2nncc(SC)c2cc1OC	/	0.9	1.3	9.4	0.4	12.6	-1.3	/
COc1cccc(N2CCN(C(=O)c3cccnc3)CC2)c1	-5.9	/	0.9	-4.4	/	/	/	-2.0
CN(CCc1cn[nH]c1)Cc1nc(C(c2ccccc2)c2ccccc2)no1	27.2	-1.7	0.9	/	-4.8	-2.9	-1.1	-13.9
Cc1ccccc1CNC(=O)c1ccccc1	/	-0.6	/	-4.2	/	-3.8	2.0	4.3
O=C(Cn1cc2c(n1)CCCC2)N1CCOCC1	1.4	-2.9	-5.6	-10.2	-1.1	-4.8	-1.9	-1.1
CC(C)CN(C(=O)C1CC1)c1c(N)n(Cc2ccccc2)c(=O)[nH]c1=O	6.4	/	2.6	/	-2.4	0.9	/	/
CC(=O)Nc1ccc(N2CCN(c3ccc(F)cc3)CC2)cc1	4.5	0.5	-2.7	0.4	4.6	4.8	6.3	-15.8
CCOC(=O)C1=C(Nc2ccccc2)OCC1=O	/	-1.2	/	?	-2.5	-1.9	-7.8	6.6
CN(CCOc1ccc(Cl)c(Cl)c1)Cc1ccccc1	27.0	-0.3	-0.5	7.7	6.1	-1.7	4.3	-2.9
CN(Cc1ccc(C(C)(C)C)cc1)C(=O)c1ccc2c(c1)OCO2	-5.5	3.2	-2.1	/	-2.2	0.5	-2.8	/
CN(C)c1ccnc(Nc2ccc(O)cc2)c1C#N	6.3	/	0.3	-5.2	2.3	/	/	/
C[C@@H]1CN([C@@H](C)CO)C(=O)c2cccc(NS(=O)(=O)c3ccccc3)c2O[C@@H]1CN(C)C(=O)Nc1ccccc1	-1.9	8.8	1.6	3.7	-10.3	36.1	5.9	17.3[16.7 µM]
COc1ccccc1C(=O)O/N=C(\c1ccccc1)c1ccncc1	13.0	/	-2.9	-12.7	4.5	/	/	/
O=C(c1ccc(Cl)cc1)N1CCC(O)(CSc2ccc(Cl)cc2)CC1	/	0.4	/	-5.4	/	13.3	-6.1	1.2
CC(=O)c1ccc(C(=O)N2CCCC(C(=O)c3cc(F)ccc3F)C2)s1 (stereo not given)	-10.6	-1.6	0.3	10.5	/	-5.8	-3.3	-9.5
O=C(C1CCN(S(=O)(=O)N2CCOCC2)CC1)N1CCN(Cc2ccccc2)CC1	/	-1.7	/	-1.7	/	13.0	4.9	-5.4
CCOC(=O)c1c(S(=O)(=O)NCC(=O)Nc2cc(C)ccc2OC)c(C)n(C)c1C	/	0.4	-1.4	0.1	3.2	-2.1	1.4	1.4
CCC(C)(C)n1nnnc1C(c1ccc(OC)c(OC)c1)N1CCN(c2cccc(OC)c2)CC1 (stereo not given)	-27.6	-3.0	/	-8.0	/	-28.2	7.9	0.6
CC1(C)CC(=O)C=C(c2ccc(-c3ccccc3)cc2)C1=O	-29.4	-3.5	-0.8	-12.8	-8.5	-8.3	-4.0	1.2
CCOC(=O)C(Cc1c[nH]c2ccccc12)NC(=O)CNC(C)=O (stereo not given)	/	1.6	/	4.2	3.5	-2.1	-4.6	4.3
CCOc1ccc(OCC(O)CNC2CCN(Cc3ccccc3)CC2)cc1 (stereo not given)	28.3	-1.3	/	-4.6	/	-36.3	-2.1	-0.4
COc1cc(C(O)CO)ccc1OS(=O)(=O)O (stereo not given)	/	1.1	10.0*	/	1.2	-3.2	-5.5	4.0
CCC(=O)N(C)C[C@H]1Oc2cc(C3=CCCCC3)ccc2S(=O)(=O)N([C@@H](C)CO)C[C@@H]1C	2.5	/	-0.7	-11.1	/	-25.6	/	17.9[16.7 µM]
COc1ccc(C2=C(C=Nc3c(C)n(C)n(-c4ccccc4)c3=O)C(c3ccccc3C)c3ccccc3O2)cc1OC (stereo not given)	/	2.6	/	-4.9	/	26.6	0.0	1.5
Cc1cc(C(=O)OCC(=O)N2C(C)CCCC2C)c2ccccc2n1 (stereo not given)	2.8	-0.4	-2.1	-9.7	2.1	0.8	-4.5	-8.5
COC(=O)c1cccc(C(=O)N2CCC(CO)(Cc3ccccc3Cl)CC2)c1	-9.0	3.6	0.2	17.6	/	-6.0	-4.2	5.8
C[C@H](CO)N1C[C@H](C)[C@H](CN(C)CC2CCCCC2)Oc2c(NC(=O)Nc3ccc4c(c3)OCO4)cccc2C1=O	1.1	-2.1	3.2	-7.2	-6.4	-4.4	3.2	52.4[16.7 µM]
CC(C)=C(NC(=O)c1ccccc1)C(=O)NCc1ccccc1	25.7	/	-4.2	0.3	3.4	/	/	/
CN(C)CCCN(C(=O)c1cc2cc([N+](=O)[O-])ccc2s1)c1nc2cc3c(cc2s1)OCCO3	-11.0	10.2	-0.1	53.6*	7.9	11.2	0.7	/
Cc1ccc(S(=O)(=O)N2CCN(C(=O)COC(=O)CNC(=O)c3ccccc3F)CC2)c(C)c1	-3.2	-3.6	0.1	10.1	3.6	2.8	3.7	-12.8
COc1ccccc1S(=O)(=O)N[C@H]1C=C[C@H](CC(=O)NCc2cccc(F)c2)O[C@H]1CO	-5.6	2.8	2.5	-0.6	-5.8	-1.2	-5.1	/
COCCCn1c(=O)c2sccc2n2c(CCCC(=O)NCc3ccc(F)cc3)nnc12	11.8	-0.1	-1.8	-3.5	-3.1	0.9	-3.7	-4.1
COc1ccc(NC(=O)CCCC(=O)NCCc2ccc(OC)c(OC)c2)cc1	-3.1	4.2	0.6	-0.5	2.2	-7.8	2.9	-0.1
CC(C)CC(NC(=O)C(NC(=O)OC(C)(C)C)C(C)C)C(=O)N1CCCC1C(N)=O (stereo not given)	/	0.8	/	-6.2	/	/	6.2	-6.7
O=S(=O)(NC1CC1)c1ccc(Cl)cc1	24.2	0.7	0.4	2.0	1.3	-9.3	9.0	-7.1
COc1ccc(C(=O)Nc2ccc3nc(C)sc3c2)cc1S(=O)(=O)N1CCOCC1	/	12.5	-2.7	-0.5	4.8	-6.6	8.1	-1.0
Cc1ccc(S(=O)(=O)Nc2ccc3c(c2)CC(=O)N([C@@H](C)CO)C[C@@H](C)[C@H](CN(C)CC2CCCCC2)O3)cc1	/	14.7	0.8	2.6	/	43.4	-0.5	-7.3[16.7 µM]
CS(=O)(=O)Nc1ccc2c(c1)[C@@H]1C[C@@H](CC(=O)NC3CCCCC3)O[C@H](CO)[C@@H]1O2	-2.6	-0.7	-1.6	-0.2	-1.3	-3.7	-0.5	5.6[16.7 µM]
CCOC(=O)c1cc(NC(=O)C2C3CCC(O3)C2C(=O)O)cc(C(=O)OCC)c1 (stereo not given)	-33.0	-11.1	-3.0	0.1	/	16.8	1.0	1.3
Cc1nnc(SCC(=O)Nc2sc3c(c2C#N)CCCC3)[nH]c1=O	/	-1.3	/	1.6	/	-13.7	3.6	0.9
Cc1ccc(S(=O)(=O)Nc2ccc3c(c2)CC(=O)N([C@H](C)CO)C[C@@H](C)[C@H](CN(C)S(=O)(=O)c2c(C)noc2C)O3)cc1	0.9	-0.4	-0.1	-7.0	/	10.5	0.3	-1.7[16.7 µM]
COc1ccc(C)cc1COC(=O)c1[nH]c(C)c(C(C)=O)c1C	14.1	-1.5	-1.1	-10.5	6.9	-10.1	1.0	3.2
COc1ccccc1NC(=O)Nc1ccc2c(c1)CCC2	13.8	-2.5	-0.4	/	/	/	-0.7	/
COc1ccc(/C=C(\C#N)c2c[nH]c3ccccc23)cc1	5.7	-1.8	7.7	-9.0	8.9	-165.1	4.3	51.1
O=C(NC1CCC1)[C@@H]1[C@@H](CO)[C@@H]2Cn3c(cccc3=O)[C@H]1N2CC1CCCCC1	14.4	36.9	/	/	8.5	9.5	-1.6	/
COc1ccc(OC)c(/C=C/C(=O)N(C)CC(=O)Nc2ccc(C)cc2)c1	-18.1	-2.5	/	/	/	/	-8.2	8.7
O=C(NCc1cc([N+](=O)[O-])ccc1O)c1cccnc1Sc1ccc(Cl)cc1	2.3	-2.0	0.1	-8.9	/	12.0	-5.7	-5.2

2 compounds from above, showing only FN deposit inh and Statin myotox sup:
SMILES	FN deposit inh	Statin myotox sup
CS(=O)(=O)Nc1ccc2c(c1)[C@@H]1C[C@@H](CC(=O)NC3CCCCC3)O[C@H](CO)[C@@H]1O2	-1.3	-3.7
CCOC(=O)c1cc(NC(=O)C2C3CCC(O3)C2C(=O)O)cc(C(=O)OCC)c1 (stereo not given)	/	16.8

(list continues)
SMILES	GSIS activator	Cneo AK release	F508del corr	PGC1a acetyl inh	FN deposit inh	Statin myotox sup	PglD DTNB	miR-122 sensor
CCS(=O)(=O)Nc1ccc2c(c1)C(=O)N(C)[C@H]1CC[C@H](CC(=O)NC3CCCCC3)O[C@@H]1CO2	9.0	3.3	0.7	-0.4	-4.6	2.3	1.8	-3.1[16.7 µM]
Cc1cc(S(=O)(=O)N(Cc2ccc(F)cc2)CC2CCCO2)ccc1-n1cnnn1 (stereo not given)	-17.2	0.3	0.9	5.7	/	-14.2	2.1	88.5
O=C(N[C@@H]1CC[C@H](CC(=O)N2CCc3ccccc3C2)O[C@@H]1CO)C1CCC1	9.8	1.2	-2.2	6.4	/	1.3	-3.0	/
O=C(C1CCOCC1)N1[C@H](CO)[C@@H](c2ccccc2)C12CN(Cc1cccc(Cl)c1)C2	1.1	/	1.4	7.5	3.8	/	/	/
Cn1c(C(=O)Nc2ccc(Cl)cc2)cc2cc(Cl)ccc21	-6.5	4.5	2.1	-7.7	-2.7	-15.2	3.9	7.7
Cc1ccc(C(=O)N2CCN(c3ccc([N+](=O)[O-])c(N4CCOCC4)c3)CC2)cc1	-8.6	0.3	2.8	/	0.0	/	-12.5	-18.1
CS(=O)(=O)NCCNc1cc(Cl)ccc1[N+](=O)[O-]	-0.8	3.9	-0.3	0.3	3.0	-3.8	0.2	-2.7
CCCCCCn1c(N2CCN(c3ccccc3)CC2)nc2c1c(=O)n(C)c(=O)n2C	/	-4.5	/	-3.0	4.0	11.1	-2.5	-17.2
OCCC1CN(Cc2ccc3ncccc3c2)CCN1Cc1ccccc1 (stereo not given)	-2.2	/	-1.9	-3.1	-3.1	/	/	1.0
COc1ccc(CC(=O)N2CCN(c3ccccc3)CC2)cc1	1.1	-4.4	0.2	5.5	-0.4	8.2	-0.4	-1.2
